# High-throughput results as filed in PubChem.
# STK33 inh: inhibitors of purified STK33 kinase, primary screen, biochemical, ADP-Glo luminescence, homogeneous, cell-free; Serine/threonine-protein kinase 33 (Homo sapiens), Q9BYT3; MBP phosphorylation; inhibition, % at 10 µM; hit rate 0.073% among 320,000; AID 2661, 2010;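 active means inhibition at or above 25%, using the most active replicate where run in duplicate; inactive means inhibition below 25%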
# Target sequence (Q9BYT3 whole entry, looked up): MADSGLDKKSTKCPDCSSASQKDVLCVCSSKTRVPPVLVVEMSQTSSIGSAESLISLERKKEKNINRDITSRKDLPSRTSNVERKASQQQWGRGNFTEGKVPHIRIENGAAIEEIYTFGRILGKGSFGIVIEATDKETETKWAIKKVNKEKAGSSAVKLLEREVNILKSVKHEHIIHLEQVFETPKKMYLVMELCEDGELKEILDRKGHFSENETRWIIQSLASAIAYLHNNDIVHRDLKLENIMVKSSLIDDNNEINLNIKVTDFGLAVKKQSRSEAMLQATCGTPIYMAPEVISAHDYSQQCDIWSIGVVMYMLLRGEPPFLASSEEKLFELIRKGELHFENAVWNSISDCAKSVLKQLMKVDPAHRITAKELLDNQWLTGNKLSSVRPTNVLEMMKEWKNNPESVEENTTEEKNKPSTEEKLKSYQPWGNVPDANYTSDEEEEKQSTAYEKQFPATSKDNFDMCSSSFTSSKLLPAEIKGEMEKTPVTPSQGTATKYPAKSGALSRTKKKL
# OX1R antag: antagonists of human orexin 1 receptor (OX1R) | Orexin/Hypocretin receptor type 1 (Homo sapiens), O43613 | OX1R-expressing cells, FRET antagonist read-out | inhibition, % at 6.6 µM | hit rate 1.8% among 330,000; in the data active means inhibition mostly above about 38%, no sharp cut-off; inactive means mostly below about 40%;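 further: 0% = agonist challenge alone and 100% = reference antagonist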
# Target sequence (O43613 whole entry, looked up): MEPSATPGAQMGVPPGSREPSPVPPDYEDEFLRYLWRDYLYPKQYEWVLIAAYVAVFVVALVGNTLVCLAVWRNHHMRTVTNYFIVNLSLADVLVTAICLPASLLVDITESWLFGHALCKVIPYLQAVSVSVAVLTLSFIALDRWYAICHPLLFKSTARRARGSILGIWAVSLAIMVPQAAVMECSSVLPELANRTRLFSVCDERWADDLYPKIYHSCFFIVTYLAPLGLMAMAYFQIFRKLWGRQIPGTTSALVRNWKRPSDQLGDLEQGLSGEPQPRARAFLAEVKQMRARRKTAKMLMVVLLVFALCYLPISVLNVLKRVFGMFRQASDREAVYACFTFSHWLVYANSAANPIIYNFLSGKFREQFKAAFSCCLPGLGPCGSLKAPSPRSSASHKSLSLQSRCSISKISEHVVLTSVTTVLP
# * = called active by the depositor; nt = not tested or not shown.
# Value order: STK33 inh	OX1R antag
> CCOC(=O)c1c(-c2ccccc2)csc1NC(=O)C(C)NCCCN1CCOCC1 (stereo not drawn)
 : -0.7	12.5
> CC(C)c1cc(C(=O)N2CCCC(Nc3ccc(F)cc3)C2)n[nH]1 (stereo not drawn)
 : 0.0	44.8
> Cc1cc(C(=O)CN2C(=O)C(=O)N(Cc3ccco3)C2=O)c(C)n1CCc1ccccc1
 : -0.3	19.3
> Cc1cccc(CCNS(=O)(=O)c2ccc(S(=O)(=O)N3CCCCC3)cc2)c1
 : -2.7	7.2
> COc1cc(NC(=S)N2CCC(C(N)=O)CC2)cc(OC)c1
 : -1.2	6.9
> O=C(NC(=S)NCCCN1CCOCC1)c1ccc([N+](=O)[O-])cc1
 : -0.9	50.8
> O=C1C=C(c2ccc(-c3ccccc3)cc2)C[C@@H](c2ccc(Cl)cc2)C1
 : -1.0	12.9
> CCCN(CCC)Cc1cc2ccccc2c2c1COC2
 : -2.5	20.3
> O=C(NCCCc1ccccc1)C1CC1
 : -0.5	0.7
> CC(=O)Nc1cc(-c2nc3ccccc3o2)ccc1Cl
 : -0.3	nt
> Cc1c(C(=O)N(Cc2ccccc2)C(C)C)cnn1-c1ccccc1
 : -1.0	14.8
> S=C(N/N=C/c1ccc2ncccc2c1)Nc1cccnc1
 : 0.5	22.1
> COC(=O)c1ccc(NC(=S)NC2CC2)cc1
 : 0.4	10.7
> COc1ccc(CNC(=O)CSc2nccn(-c3ccc(F)c(F)c3)c2=O)cc1
 : nt	26.7
> COc1ccc(NC(=O)CN2CCC(C(N)=O)CC2)cc1
 : -1.7	13.5
> CCC1Nc2ncnc(N3CCN(c4ccccc4)CC3)c2N(Cc2ccc(OC)cc2)C1=O (stereo not drawn)
 : 10.4	14.2
> O=S(=O)(c1ccc(N2CCN(S(=O)(=O)c3ccc4c(c3)OCCO4)CC2)nc1)N1CCCC1
 : -0.3	15.1
> COc1ccc(CNC(=O)Cn2nc(Cc3cccnc3)c3ccccc3c2=O)cc1
 : -1.1	14.5
> O=C(c1ccc(N2CCC3(CC2)OCCO3)c([N+](=O)[O-])c1)N1CCOCC1
 : -0.4	42.2
> c1coc(CNc2c3c(nc4ccccc24)CCC3)c1
 : 0.4	19.2
> CS(=O)(=O)Nc1ccccc1C(=O)Nc1ccc2c(c1)OCCO2
 : -0.5	2.6
> C/C=C/Cn1c(SCc2ccccc2)nc2c1c(=O)[nH]c(=O)n2C
 : 0.3	7.3
> CCn1c(SCc2ccc(F)cc2)nnc1-c1nn(-c2ccccc2)ccc1=O
 : -1.2	24.7
> Cn1c(SCc2ccc(F)cc2Cl)nc2ccccc2c1=O
 : 3.3	11.5
> COc1cc(-c2nnc(SCc3ccccc3Cl)o2)cc(OC)c1OC
 : -1.5	37.6
> O=C(Cn1nnc2ccccc21)Nc1ccc([N+](=O)[O-])cc1
 : -0.8	13.6
> CCNC(=O)CC1C(=O)N(c2ccc(C)cc2)C(=O)N1CCC(C)C (stereo not drawn)
 : -0.7	14.8
> CCCNC(=S)Nc1ccc(Nc2ccccc2)cc1
 : -1.1	10.9
> CCOC(=O)C1=C(C)NC2=C(C(=O)CC(c3ccc(OC)c(OC)c3)C2)C1c1ccc(C)o1 (stereo not drawn)
 : -1.2	40.3
> CN1CCc2c(sc3c2C(=O)NC(c2ccc4c(c2)OCO4)N3)C1 (stereo not drawn)
 : 0.0	34.1
> Cc1ccc2nc(/C(C#N)=N/O)[nH]c2c1
 : -0.9	15.1
> O=C(c1coc(=O)c(Br)c1)N1CCCc2ccccc21
 : 1.2	13.9
> CSc1nc(N(C)C)nc(N(C#N)CCOC(C)=O)n1
 : 0.3	20.8
> CCOC(=O)[C@H]1[C@H]2COc3ccc(OC)cc3[C@@H]2N2C(=O)CN(Cc3ccc(Cl)cc3)C(=O)[C@@]12C
 : -0.8	8.1
> CCOc1ccc(NS(=O)(=O)c2ccc3[nH]c(=O)c(=O)[nH]c3c2)cc1
 : -1.2	10.1
> CC(C)(C)C1CCC(C(=O)NNC(=O)c2ccncc2)CC1 (stereo not drawn)
 : -1.0	10.5
> O=C(CSc1nc(-c2ccccc2)c(-c2ccccc2)[nH]1)NCC1CCCO1 (stereo not drawn)
 : -0.8	11.4
> COCCn1c(SCc2nnc(-c3ccc(OC)c(OC)c3)o2)nnc1-c1ccncc1
 : -0.1	8.9
> O=C1COc2ccccc2CN1
 : nt	12.2
> O=C(O)C1C2C=CC(C2)C1C(=O)NCc1ccccn1 (stereo not drawn)
 : 2.7	-6.7
> COC(=O)c1ccncc1C(=O)Nc1ccc(OC)cc1
 : 1.3	10.3
> O=C(/C=C(\c1ccccc1)n1cncn1)c1ccccc1
 : -0.7	10.0
> COc1ccc(C(=O)N2CCN(S(=O)(=O)c3ccc(Cl)cc3)CC2)cc1OC
 : -3.4	7.6
> CCN(CCCNC(=O)C1CCN(C(=O)c2cc3sccc3n2C)CC1)Cc1ccccc1
 : -2.2	5.0
> O=C(O)c1ccc(NS(=O)(=O)c2cccc3nsnc23)cc1
 : -1.1	27.3
> O=C(O)C1CCCN(S(=O)(=O)c2ccc(F)cc2)C1 (stereo not drawn)
 : -0.6	-0.4
> CCCCNC(=O)CC1NCCNC1=O (stereo not drawn)
 : -1.3	14.6
> COP(=O)(OC)C(NC(=O)Nc1ccccc1)c1ccccc1 (stereo not drawn)
 : -1.8	4.8
> OCC1(CCCc2ccccc2)CCN(C2CCSCC2)CC1
 : 0.3	8.6
> Cc1c(C(=O)N2CCCCC2)c(S(=O)(=O)Nc2ccc(F)cc2F)c(C)n1C
 : -0.3	15.0
> Fc1cccc(Nc2ncnc3sccc23)c1
 : -1.8	7.8
> O=C(COc1cccc(Cl)c1)Nc1cc(S(=O)(=O)N2CCOCC2)ccc1N1CCOCC1
 : -0.3	5.1
> Cc1nc2ccc(S(=O)(=O)NCC(=O)Nc3cccc(F)c3)cc2s1
 : -1.2	3.7
> Cc1ccnc(SCC(=O)O)n1
 : -0.4	10.7
> COc1ccc(S(=O)(=O)N2CCOCC2)cc1C(=O)NCc1ccccc1CN1CCCC1
 : -0.7	-4.3
> Nc1ccc2c(c1)C(=O)N(c1cccc3ccccc13)C2=O
 : 0.2	15.8
> COC(=O)c1ccccc1NC(=O)Nc1c(C)n(C)n(-c2ccccc2)c1=O
 : 0.2	7.9
> CCOC(=O)c1c(C)[nH]c(C(=O)COC(=O)COc2ccccc2C=O)c1C
 : -3.0	13.8
> O=C(Cc1ccc(Cl)cc1Cl)NC1CCCCCC1
 : -7.7	18.9
> COc1ccc(-c2csc(Nc3ncccc3C)n2)cc1OC
 : -2.1	84.0*

# OX1R antag: hit marks shown above
# Value order: STK33 inh	OX1R antag
> COc1ccc(-c2csc(Nc3ncccc3C)n2)cc1OC
 : -2.1	84.0*

# (listing goes on)
SMILES	STK33 inh	OX1R antag
Cc1cccc(NC(=O)c2cc(S(=O)(=O)N3CCCCC3)c[nH]2)c1C	-1.6	10.2
CCCc1nc(SCC(=O)Nc2nnc(CC)s2)c2c(C)c(C)sc2n1	0.9	15.3
O=C1CC(c2ccccc2)CC(O)=C1C=NCc1ccccc1Cl (stereo not drawn)	-0.5	4.4
CC1(C)N=C(N)N=C(N)N1c1ccc(F)cc1F	-1.5	22.2
COc1cccc(NC(=O)[C@H](C)NC(=O)C2CCN(S(=O)(=O)c3ccc(C)cc3)CC2)c1	-0.5	10.3
CCN(CCO)Cc1csc2cc(C)ccc12	-3.3	0.8
Cc1cc(NC(=O)c2cc(S(=O)(=O)N3CCCCC3)ccc2C)no1	0.1	5.7
O=C(COC(=O)c1ccccc1C(=O)c1ccccc1)c1ccco1	-0.2	19.1
Cc1cc(=O)oc2cc(OCC(=O)OCC(=O)NC3CC3)ccc12	0.8	19.6
CCc1c(C)[nH]c2c1C(=O)C(CN1CCOCC1)CC2 (stereo not drawn)	1.4	3.2
CC(C)(C)NC(=O)CSc1nnc(-c2c[nH]c3ccccc23)o1	0.0	14.7
Cc1cc(NC(=O)CSc2ccc(-c3nc4cc(C)c(C)cc4[nH]3)cn2)no1	-0.4	11.8
COc1ccc(Nc2nc(N3CCCCC3)nc(N3CCCCC3)n2)c(OC)c1	-0.6	5.6
COC(=O)CCCCCCCCC(O)CN(C)C (stereo not drawn)	0.9	4.1
COCCCNc1nc2nonc2nc1N1CCC(C(C)N2CCOCC2)CC1 (stereo not drawn)	-0.8	36.5
CN1CCN(C(=S)C(=O)Nc2ccccc2)CC1	-1.0	9.1
O=C(COc1ccc(Cl)cc1Br)NCC(c1ccco1)N1CCCC1 (stereo not drawn)	0.0	8.4
Cn1nnnc1Sc1ncnc2scc(-c3ccc(F)cc3)c12	-0.5	15.9
Cc1ccc(N2C(=O)CC(Sc3ccccc3C(=O)O)C2=O)cc1 (stereo not drawn)	0.2	13.0
CN1CCOc2ccc(S(=O)(=O)NCCc3ccc(Cl)cc3)cc21	-1.6	20.4
O=C(CCN1C(=O)c2ccccc2C1=O)Nc1ccccc1C(=O)N1CCOCC1	0.2	8.7
CCOC(=O)N1CCN(S(=O)(=O)c2ccc(F)c(C(=O)Nc3cccc(C)c3C)c2)CC1	0.3	5.7
CC(Sc1ccccc1F)C(=O)Nc1ccc2c(c1)OCCO2 (stereo not drawn)	-0.8	5.9
O=C(c1ccccc1)c1ccccn1	-0.7	22.7
CCn1nc(C(=O)OCC(=O)c2c[nH]c3ccccc23)c2ccccc2c1=O	2.3	69.9
COc1ccc(S(=O)(=O)Nc2cccc3c2O[C@H](CN(C)S(=O)(=O)c2ccc(F)cc2)[C@H](C)CN([C@H](C)CO)C3=O)cc1	-3.5	4.6
CC(CC(=O)NNC(=O)c1ccncc1)c1ccccc1 (stereo not drawn)	0.4	16.6
Cc1ccc(NC2CCCN(C(=O)CCC3(C)CC3)C2)cc1C (stereo not drawn)	-1.5	17.5
Cc1ccccc1NS(=O)(=O)c1cc(S(C)(=O)=O)ccc1C	-0.1	19.7
O=C(Nn1cnnc1)c1cc(Cl)ccc1Cl	0.0	-2.0
COc1ccc(OC)c(CN2CCCC(CO)C2)c1 (stereo not drawn)	0.1	1.3
CCCn1c(N)c(N(CCOC)C(=O)c2ccc(C#N)cc2)c(=O)[nH]c1=O	1.2	4.0
COC(=O)c1c(F)c(F)c(NCCO)c(F)c1F	0.0	7.7
O=C(NNC(=O)c1ccccc1F)c1cccc(Cl)c1	-1.2	7.8
COc1ccc(/C=C2\N=C(SC)SC2=O)cc1OC	0.3	49.3
COc1ccc(C(=O)Nc2nc3nccc(-c4ccccc4)n3n2)cc1	0.2	6.4
CC1CCCC(NC(=O)COC(=O)/C=C/c2ccco2)C1C (stereo not drawn)	-0.1	3.5
COc1ccc(/C=C2\SC(=S)N(CCC(=O)N3CCCCC3CCO)C2=O)cc1 (stereo not drawn)	8.8	4.3
O=C(/C=C/c1cccs1)c1ccc(NC(=O)c2ccccc2F)cc1	-1.0	22.3
C/C(=N\NC(=O)COc1cccc(Cl)c1)c1ccc2c(c1)OCCO2	-0.7	9.7
COC(=O)c1ccc(OCC(=O)c2ccccc2OC)cc1	-0.3	45.3*
O=C(Nc1ccccc1C(=O)O)c1cc(S(=O)(=O)NCc2ccccc2)ccc1Cl	-2.8	8.2
Cc1cc(C(F)(F)F)c(C#N)c(Sc2ccccc2)n1	-0.4	17.1
CC1=CC(C)(C)N(C(=O)CCl)c2ccccc21	-1.7	8.9
c1cc(-c2sc(-c3ccncc3)c(-c3ccncc3)c2-c2ccncc2)ccn1	1.5	13.2
CN=c1scc(-c2ccccc2F)n1/N=C(\C)c1cccnc1	0.5	33.6
C[C@@]12C(=O)N(Cc3ccco3)CC(=O)N1[C@H]1c3cc(Cl)ccc3OC[C@@H]1[C@@H]2c1ccccc1	-1.3	11.1
CC(/C=C1\SC(=S)N(C(C(=O)O)C(C)C)C1=O)=C\c1ccccc1 (stereo not drawn)	6.2	15.6

# A different layout for some results above:
CC(/C=C1\SC(=S)N(C(C(=O)O)C(C)C)C1=O)=C\c1ccccc1 (stereo not drawn)
  STK33 inh: 6.2	OX1R antag: 15.6
CC1=CC(C)(C)N(C(=O)CCl)c2ccccc21
  STK33 inh: -1.7	OX1R antag: 8.9

# (listing goes on)
SMILES	STK33 inh	OX1R antag
COc1ccc(OC)c(NC(=O)Cc2coc3cc(C)cc(C)c23)c1	-0.8	18.5
COc1ccc(NCc2cc(=O)oc3cc(NC(C)=O)ccc23)cc1	0.0	10.4
CCOC(=O)C1=CSC2=NS(=O)(=O)CCN12	0.6	29.9
O=C(Nc1ccc2c(c1)C(=O)OC2)c1ccc(F)cc1F	-0.9	19.8
O=c1[nH]c2ccc(S(=O)(=O)Nc3ccc(-c4nnc5n4CCCCC5)cc3)cc2o1	-1.2	15.0
COc1ccc(C(=O)NCCS(=O)(=O)N(C)Cc2ccccc2)cc1	0.5	18.6
CCC(C)Sc1ccc([C@H]2N[C@@](CC(C)C)(C(=O)OC)[C@H]3C(=O)N(CC)C(=O)[C@@H]23)cc1 (stereo partly drawn)	-0.1	2.5
CC1C(c2ccccc2)N(C)C(c2ccccc2)C(C)C1(O)C#Cc1ccccc1 (stereo not drawn)	-1.1	40.2
CCn1c(CSc2ncccn2)nnc1SCC(=O)N1CCCCC1	-1.5	8.2
O=S(=O)(NCc1ccccn1)c1ccccc1	-1.2	-0.6

# Full records from above. Order of screens: STK33 inh, OX1R antag
# O=C(Nc1ccc2c(c1)C(=O)OC2)c1ccc(F)cc1F is listed as -0.9, 19.8
# COc1ccc(NCc2cc(=O)oc3cc(NC(C)=O)ccc23)cc1 is listed as 0.0, 10.4
# CCn1c(CSc2ncccn2)nnc1SCC(=O)N1CCCCC1 is listed as -1.5, 8.2
# CCC(C)Sc1ccc([C@H]2N[C@@](CC(C)C)(C(=O)OC)[C@H]3C(=O)N(CC)C(=O)[C@@H]23)cc1 (stereo partly drawn) is listed as -0.1, 2.5
# COc1ccc(OC)c(NC(=O)Cc2coc3cc(C)cc(C)c23)c1 is listed as -0.8, 18.5
